# Screening results deposited in PubChem by National Center for Advancing Translational Sciences (NCATS).
# TDP1 cell noCPT – qHTS for Inhibitors of human tyrosyl-DNA phosphodiesterase 1 (TDP1): qHTS in cells in absence of CPT | DT40 Tdp1-/- hTDP1 cells, no CPT, ATP luminescence, 48 h | Potency, µM (series often up to 46.2 µM), for inactives: top-dose activity change, negative = growth inhibition, hits mostly inhibitors | 420,000 compounds, 15% hits | AID 686978, 2013; further: nearly all actives have a fitted effect of over 55% in size
#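 Chicken DT40 Tdp1-/- cells stably complemented with human TDP1 were seeded at 400 cells/well with DMSO in place of 20 nM camptothecin. After compound pinning, cells grew at least 48 hr at 37 °C; viability read by CellTiter-Glo luminescence.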
# TDP1 block – inhibitors of human tyrosyl-DNA phosphodiesterase TDP1. recombinant TDP1, AlphaScreen DNA substrate cleavage. 350,000 compounds, 0.28% hits. AID 485290. Q9NUW8. Potency, µM (titrated, usually from 130 µM), without a hit: at the highest dose activity change, negative = inhibition, hits mostly inhibitors; further: nearly all actives have a fitted effect of over 40% in size
# Target sequence (Q9NUW8 whole entry, looked up): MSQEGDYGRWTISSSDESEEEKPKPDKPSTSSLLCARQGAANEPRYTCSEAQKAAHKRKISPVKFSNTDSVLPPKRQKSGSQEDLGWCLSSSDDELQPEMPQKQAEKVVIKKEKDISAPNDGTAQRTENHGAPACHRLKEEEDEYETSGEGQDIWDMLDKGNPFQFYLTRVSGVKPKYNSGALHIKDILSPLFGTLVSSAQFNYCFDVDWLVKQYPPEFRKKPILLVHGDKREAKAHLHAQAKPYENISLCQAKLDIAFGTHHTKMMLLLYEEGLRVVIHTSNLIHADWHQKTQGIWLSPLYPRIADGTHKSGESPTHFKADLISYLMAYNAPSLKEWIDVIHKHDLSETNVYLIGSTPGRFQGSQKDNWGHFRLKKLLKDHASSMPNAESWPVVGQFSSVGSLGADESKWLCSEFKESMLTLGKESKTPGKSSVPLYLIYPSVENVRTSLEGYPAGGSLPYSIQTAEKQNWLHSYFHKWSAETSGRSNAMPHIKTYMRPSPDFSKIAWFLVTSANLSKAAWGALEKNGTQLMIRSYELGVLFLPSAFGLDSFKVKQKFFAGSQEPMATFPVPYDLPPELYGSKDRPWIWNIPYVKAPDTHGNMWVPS
#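 Signal: AlphaScreen proximity between streptavidin donor and anti-FITC acceptor beads on intact substrate. Reaction: Tdp1 1 nM, substrate 15 nM final, 5 min RT after 15 min compound preincubation.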
# N370S GC mod – N370S glucocerebrosidase modulation, Gaucher chaperone candidate | Potency, µM (top dose mostly 59.4 µM), for the others: at the top dose activity change, negative = inhibition, actives largely listed as inhibitors | N370S GC spleen homogenate, 4MU-glucoside fluorescence | 330,000 compounds, 0.092% hits | P04062;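 further: 0% = full enzyme activity and -100% = no enzyme basal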
# Starred values were filed as active, the others as inactive; ? = inconclusive; . = not tested or not shown; & = joins results of further samples; [ ] = dose if it differs, or a comment. The call rests on the fitted dose curve; in most records, active means well fitted curve in the direction sought with a large enough effect; inconclusive means small, poorly fitted or top-dose-only effect, or another doubt; inactive means no such curve, though single readings can be large; an effect the other way counts as inactive or inconclusive. Unless noted, on the % scale 0 is the no-effect control and ±100 the full control effect; potency means the concentration at half of the fitted maximal effect.
SMILES,TDP1 cell noCPT,TDP1 block,N370S GC mod
CCSc1nnc(NC(=O)c2csc(C)c2)s1,-11%,5%,-10%
C/C(CC(=O)Nc1ccc(Cl)cn1)=N\NC(=O)Cc1cccs1,-5%,.,-1%
COc1ccc(C(=O)Nc2nc(-c3cccs3)cs2)cc1,?,4%,-4%
COc1ccc(CC2(CO)CCN(CC3=CC[C@H]4C[C@@H]3C4(C)C)CC2)cc1,4%,0%,-12%
Cc1cc2oc(=O)sc2cc1NS(=O)(=O)c1cccc2cccnc12,-27%,10%,-2%
CCCCN(CC(=O)NCc1ccc(Cl)cc1)S(=O)(=O)c1ccc2c(c1)OCCO2,23µM*,3%,8%
O=C(N/N=C/C1CCCCC1)c1cc(Cl)ccc1O,-11%,7%,2%
c1ccc2[nH]c(CCCCc3nc4ccccc4[nH]3)nc2c1,-15%,.,-6%
C/C(=N\Nc1ccc(C(F)(F)F)cn1)c1ccc(S(=O)(=O)NCc2ccco2)cc1,-24%,5%,7%
NC(=O)c1ccc(C2SCC(=O)N2Cc2ccccc2)cc1 (stereo not given),-1%,6%,3%
Cc1cc2c(cc1C)CSC(c1ccccc1OC(=O)C(C)C)SC2,11µM*,3%,2%
CCC(C)(C)NC(=O)C(c1cccn1C)N(Cc1ccc(OC)cc1)C(=O)Cn1nnc2ccccc21 (stereo not given),?,5%,1%
CC1CCc2c(sc(NC(=O)CSc3ncnc4c3cnn4-c3ccccc3Cl)c2C#N)C1 (stereo not given),-14%,2%,4%[12.8 µM]
COCCN1C(=O)C(CC(=O)Nc2ccccc2)SC1=Nc1ccc(OC)cc1 (stereo not given),-13%,3%,7%
CCN(CC)c1ccc(NC(=O)c2ccccc2Br)cc1S(=O)(=O)Nc1ccccc1OC,10µM*,3%,1%
O=C(NCc1ccccc1CN1CCOCC1)c1ccc(-n2cccn2)cc1,?,0%,.
CCCn1c(SCc2nc(-c3cc(OC)ccc3OC)no2)nnc1-c1ccc(Cl)cc1,15µM*,5%,.
COCCn1c(-c2ccc(OC)cc2)c(-c2ccc(OC)cc2)oc1=O,-26%,.,10%
Cc1cccc(CNS(=O)(=O)c2ccc3[nH]c(=O)ccc3c2)c1,-18%,2%,.
Cc1c(Cl)cccc1NC(=O)CCS(=O)(=O)c1ccc2c(c1)CC(=O)N2C,-20%,5%,.
CCC(=O)NC(NC(=S)Nc1ccccc1Br)C(Cl)(Cl)Cl (stereo not given),-29%,-4%,-1%
O=C(c1ccc(CS(=O)c2ccccc2Cl)o1)N1CCN(c2cccc(Cl)c2)CC1 (stereo not given),0.52µM*,8%,.
O=C(c1ccccc1)c1coc2ccc(O)c(CN3CCOCC3)c12,?,5%,9%
COCCNC(=O)/C(C#N)=C/c1c(N2CCCCCC2)nc2c(C)cccn2c1=O,15µM*,.,-1%
COc1ccc(CNC(=O)C2CCN(S(=O)(=O)c3c(C)n[nH]c3C)CC2)cc1,5%,2%,2%
O=C(C[n+]1ccn(-c2ccccc2)c1)c1ccc([N+](=O)[O-])cc1,16µM*,2%,2%
O=[N+]([O-])c1ccc(CSc2nnc(Cc3ccccc3)o2)cc1,-5%,2%,8%
Cc1ccc(NC(=O)CSc2nnc(CNC(=O)c3ccco3)o2)cc1,25%,0%,11%
Cc1ccc(C2CC(c3ccccc3)=NN2c2ccccc2)o1 (stereo not given),?,-4%,?
O=[N+]([O-])c1ccc2nc[nH]c2c1,-20%&-24%,13%,-13%
O=C(Oc1ccc2c(c1)OCC2=O)c1ccc(Cl)cc1,-10%,-1%,4%
Cn1nnc2cc(C(=O)N3CCN(c4ccccn4)CC3)ccc21,-17%,.,1%
Cn1nc(C(C)(C)C)c([N+](=O)[O-])c1C(=O)NC1CCCCC1,8%,4%,-1%
CCc1nc2c(c(=O)c3ccccc3n2C)c(=O)n1CCc1ccc(OC)cc1,.,3%,1%
O=C1CCN(Cc2ccc(O)cc2)CCN1CCO,0%&-11%,.,-12%
O=C(CN1CCCC1)Nc1c2c(cc3c1CCC3)CCC2,-14%,-3%,-8%
Clc1ccc2nc(CN3CCCc4ccccc43)cn2c1,18µM*,9%,-29%
O=C(c1ccc(Cl)c(Cl)c1)N1CCC(=O)N(C(COCc2cccc(Cl)c2)Cc2ccccc2)CC1 (stereo not given),?,3%,-8%
C/C(=N\N=C1/SC(CC(=O)O)C(=O)N1c1ccccc1)c1ccc(C)cc1 (stereo not given),14%,.,-23%
COc1cccc(NC(=O)CN(C)C(=O)c2ccc(OCC3CCCO3)cc2)c1 (stereo not given),2%,0%,-3%

# 18 structures from above, ordered by heavy-atom count, descending.
SMILES,TDP1 cell noCPT,TDP1 block,N370S GC mod
CCC(C)(C)NC(=O)C(c1cccn1C)N(Cc1ccc(OC)cc1)C(=O)Cn1nnc2ccccc21 (stereo not given),?,5%,1%
O=C(c1ccc(Cl)c(Cl)c1)N1CCC(=O)N(C(COCc2cccc(Cl)c2)Cc2ccccc2)CC1 (stereo not given),?,3%,-8%
CCN(CC)c1ccc(NC(=O)c2ccccc2Br)cc1S(=O)(=O)Nc1ccccc1OC,10µM*,3%,1%
CCCn1c(SCc2nc(-c3cc(OC)ccc3OC)no2)nnc1-c1ccc(Cl)cc1,15µM*,5%,.
CCCCN(CC(=O)NCc1ccc(Cl)cc1)S(=O)(=O)c1ccc2c(c1)OCCO2,23µM*,3%,8%
COc1cccc(NC(=O)CN(C)C(=O)c2ccc(OCC3CCCO3)cc2)c1 (stereo not given),2%,0%,-3%
O=C(NCc1ccccc1CN1CCOCC1)c1ccc(-n2cccn2)cc1,?,0%,.
Cc1c(Cl)cccc1NC(=O)CCS(=O)(=O)c1ccc2c(c1)CC(=O)N2C,-20%,5%,.
COCCn1c(-c2ccc(OC)cc2)c(-c2ccc(OC)cc2)oc1=O,-26%,.,10%
O=C(c1ccccc1)c1coc2ccc(O)c(CN3CCOCC3)c12,?,5%,9%
Cn1nnc2cc(C(=O)N3CCN(c4ccccn4)CC3)ccc21,-17%,.,1%
C/C(CC(=O)Nc1ccc(Cl)cn1)=N\NC(=O)Cc1cccs1,-5%,.,-1%
NC(=O)c1ccc(C2SCC(=O)N2Cc2ccccc2)cc1 (stereo not given),-1%,6%,3%
Clc1ccc2nc(CN3CCCc4ccccc43)cn2c1,18µM*,9%,-29%
O=C(Oc1ccc2c(c1)OCC2=O)c1ccc(Cl)cc1,-10%,-1%,4%
O=C1CCN(Cc2ccc(O)cc2)CCN1CCO,0%&-11%,.,-12%
CCSc1nnc(NC(=O)c2csc(C)c2)s1,-11%,5%,-10%
O=[N+]([O-])c1ccc2nc[nH]c2c1,-20%&-24%,13%,-13%

# Additional results follow.
SMILES,TDP1 cell noCPT,TDP1 block,N370S GC mod
COc1ccc(C(=O)/C=C/c2ccc(O)cc2)cc1,?,6%,-12%
Cc1ccc(-n2c(SCC(=O)NCc3ccco3)nnc2-c2cccnc2)cc1,-22%,2%[56.1 µM],3%
O=C(O)Cc1sc(-c2ccccc2)nc1-c1cccs1,-3%,5%,6%
Nc1nonc1-n1nnc(C(=O)N/N=C/c2ccc(Br)cc2)c1CN1CCOCC1,?,5%,-19%
Cc1ccc(NC(=O)c2cc(C)nc3c2c(C)nn3-c2cccc(Cl)c2C)c(C)c1,?,1%,.
Cn1c(N)c(C(=O)COC(=O)c2ccccc2C(=O)c2ccccc2)c(=O)n(C)c1=O,-4%,3%,.
CCOC(=O)C1(Cc2ccccc2C)CCCN(C(=O)c2ccc(CSC)o2)C1 (stereo not given),?,5%,-14%
CC(Sc1ncnc2c1cnn2-c1ccccc1)C(=O)Nc1ccc(N2CCOCC2)cc1 (stereo not given),-2%,0%,.
Cc1c(C(c2cc3c(cc2Br)OCO3)c2c(C)n(C)n(-c3ccccc3)c2=O)c(=O)n(-c2ccccc2)n1C,-18%,5%,-12%
O=S1(=O)CCOC[C@H](c2ccccc2)N1Cc1cccc(Cl)c1,?,.,3%
N#CCCN(C(=O)CSc1ccc2c(c1)OCCO2)c1ccc(F)cc1,?,5%,-7%
Cc1sc2nc(SCC(=O)NCCOCCO)nc(N)c2c1C,-16%,0%,1%
CC(C)CCNC(=O)CCc1nnc2n(CCCOC(C)C)c(=O)c3ccccc3n12,?,.,0%
CCOc1ccc(CCNC(=O)c2ccc3c(c2)c(C)c(C)n3Cc2ccccc2)cc1OCC,13µM*,3%,.
Cc1ccc(C)c2[nH]c(=O)c(C(c3nnnn3C3CCCC3)N3CCOCC3)cc12 (stereo not given),-21%,-1%,-4%
COc1cc(OC)cc(-c2c(C#Cc3ccsc3)c3cc(-c4ccc5c(c4)OCCO5)ccc3n2C)c1,-12%,1%,.
COc1ccc(CNc2ncccn2)cc1OC,-2%,3%,-2%
O=C(N/N=C/c1ccc2c(c1)OCO2)c1cc(-c2ccco2)nc2ccccc12,7.3µM*,-15%,-5%
COC(=O)c1ccc2c(c1)sc(=NC(=O)c1ccc(S(=O)(=O)N3CCCCC3)cc1)n2C,-1%,3%,.
C=CCn1cnc2c(oc3ccccc32)c1=O,-2%,.,-4%

# Shown with each value named: 2 of the compounds above.
Cc1ccc(C)c2[nH]c(=O)c(C(c3nnnn3C3CCCC3)N3CCOCC3)cc12 (stereo not given)
  TDP1 cell noCPT: -21%	TDP1 block: -1%	N370S GC mod: -4%

COc1cc(OC)cc(-c2c(C#Cc3ccsc3)c3cc(-c4ccc5c(c4)OCCO5)ccc3n2C)c1
  TDP1 cell noCPT: -12%	TDP1 block: 1%	N370S GC mod: .

# (list continues)
SMILES,TDP1 cell noCPT,TDP1 block,N370S GC mod
Cn1c(Cc2ccccc2)nnc1SCC(=O)N1CCN(c2ccccc2)CC1,-23%,4%,-6%
CN1CCN(CCCNC(=O)c2cc3c(=O)n(C)c4ccccc4c3s2)CC1,12µM*,0%,0%
CCOC(=O)[C@@H]1[C@H]2COc3ccccc3[C@@H]2N2C(=O)N(c3ccc(C)cc3)C(=O)[C@]12C,-14%,.,-2%
O=Nc1c(O)n(Cc2c(Cl)cccc2Cl)c2ccccc12,-20%,1%,2%
[O-][n+]1c2ccccc2c2n1CCCN=C2c1ccc(Cl)cc1,-21%,3%,2%
O=C(Nc1ccc2c(c1)CCC2)Nc1ccccc1F,?,0%,6%
CCCCCC(=O)NC(=S)Nc1ccc2oc(=O)ccc2c1,-6%,-8%,5%
Cc1ccc(NC(=O)NC(=O)COc2c(F)c(F)cc(F)c2F)c(C)c1,-17%,0%,.
C=CCN(c1ccccc1)S(=O)(=O)c1cccc2cccnc12,?,3%,1%
CC(C)c1cc(N2CCC(=O)NC2=O)cc(C(=O)O)c1O,-3%,0%,3%
COc1cc2[nH]c3c(=O)n4c(nc3c2cc1OC)SCCC4,?,3%,-2%
COc1ccc(-c2noc(N(c3ccc(F)c(Cl)c3)c3nc(-c4ccc(OC)c(OC)c4)no3)n2)cc1OC,-10%,1%,.
COc1ccc(C(CNC(=O)COc2ccccc2C#N)N2CCOCC2)cc1 (stereo not given),-14%,6%,3%
Cc1nc2cnc(N3CCOCC3)nc2n(CCC#N)c1=O,-12%,.,-16%
C=C(C)/C=N/NC(=S)Nc1ccc(S(=O)(=O)N2CCOCC2)cc1,-30%,-1%,-7%
Cc1ccc2cccc(S(=O)(=O)N3CCCc4ccccc43)c2n1,?,5%,11%
CCC1CCC2(CC1)NC(=O)N(CC(=O)NCc1ccc(Cl)cc1)C2=O (stereo not given),?,0%,.
COc1ccc(CCC(=O)OCC(=O)N2CCN(S(=O)(=O)c3ccc(C)cc3C)CC2)cc1,-5%,0%,.
Cc1noc(C)c1C(=O)OCC(=O)N1CCN(S(=O)(=O)c2ccc3ccccc3c2)CC1,-11%,4%,?
CCC(=O)N1CCc2cc(Br)cc(S(=O)(=O)CCC(=O)Nc3cccc(Cl)c3)c21,?,-6%,.
CS(=O)(=O)n1nc(-c2ccccc2)nc1N,2%,3%,4%
CCn1c(SC/C=C/c2ccccc2)nnc1-c1cccs1,?,0%,10%
O=C(CS(=O)CC(=O)N(c1ccccc1)C(C(=O)NC1CCCC1)c1cccs1)Nc1ccc(F)cc1 (stereo not given),-3%,-3%,0%
CC(=O)Nc1ccccc1C(=O)N1CCc2ccccc21,-6%,-2%,20%[2.35 µM]

# Only part of the results is shown, so the mix of outcomes need not match the whole.
